Growth percent in the NCI-60 one-dose screen (48 h, 10 µM unless noted): 100 = growth as untreated, 0 = no growth, -100 = all killed.
OVCAR-4: OVCAR-4 ovarian cancer cells. 3.7% of 80,000 active
KM12: KM12 colon cancer cells. 5% of 82,000 active. AID 1794800
HT29: HT29 colon cancer; 7.4% of 81,000 active; AID 1794748
HCT-15: HCT-15 colon cancer; 5.2% of 82,000 active
HCT-116: HCT-116 colon cancer; 7.3% of 82,000 active; AID 1794798
SK-OV-3: SK-OV-3 ovarian cancer cells; 3.2% of 80,000 active
COLO 205: COLO 205 colon cancer. 7.3% of 79,000 active. AID 1794742
SW-620: SW-620 colon cancer | AID 1794795 | 5.2% of 82,000 active
IGROV1: IGROV1 ovarian cancer. 4.7% of 79,000 active
* hit, by the source's call; · = no result given; & = joins results of further samples; ! = not active in a repeat; [ ] = remark or other dose. Rule for the calls: active = growth percent below 10; inactive = the rest.

compound,OVCAR-4,KM12,HT29,HCT-15,HCT-116,SK-OV-3,COLO 205,SW-620,IGROV1
C=CCN(CC#N)CC=C,·,108.3,94.5,116.2,98.1,116.1,112.9,106.9,120.2
CC(C)N1CCOC1c1ccccc1 (stereo not given),100.4,112.0,108.0,102.9,105.6,112.4,121.5,110.3,120.7
NCCNc1nc2ccccc2c2c(=O)c3cc(F)ccc3sc12,60.3,34.5,14.4,51.2,22.0,83.3,-1.0*,-29.1*,70.9
O=C1C2C3C=CC(C3)C2C(=O)C2C3C=CC(C3)C12 (stereo not given),100.7&81.5,100.0,106.6&102.1,105.8&102.6,106.6&106.4,116.8&112.7,116.4&117.2,107.6&104.0,109.6
COC(=O)/C=C/N1CCCC1,101.8,106.6,111.0,104.3,98.2,119.5,138.6,110.5,59.1
COc1cc2oc(C(=O)N[C@@H](Cc3ccccc3)C(O)C(=O)NCc3ccccc3)c(C)c(=O)c2cc1OC (stereo not given in full),103.4,101.9,100.2,92.3,82.6,97.9,111.2,109.6,92.9
O=c1[nH]c2ccccc2c(=O)n1-c1ccc(-c2nc3ccccc3[nH]2)cc1,100.5,103.4,109.3,99.7,96.9,110.3,114.9,94.9,109.4
O=C(CC(=O)C(F)(F)C(F)(F)C(F)(F)F)c1ccc(Cl)s1,115.9,98.4,113.8,105.1,105.8,106.1,120.2,97.8,104.7
O=C(Nc1cc(Cl)ccc1O)c1ccc(Nc2ccnc(C(F)(F)F)c2)cc1,43.3,22.4,95.5,30.9,16.0,64.1,87.9,40.2,36.0
N#Cc1c(NCc2ccco2)oc(-c2ccccc2)c1-c1ccccc1,86.0,84.6,80.7,44.0,56.2,87.4,101.5,103.0,75.3
CC(=O)OCC1(C)OC(=O)N(CCc2ccccc2)C1=O (stereo not given),107.9,102.7,107.7,100.0,98.8,91.5,108.6,103.9,107.0
Cc1ccc(-c2nc(NS(=O)(=O)c3ccccc3)nc(Nc3ccc(Cl)cc3)c2C#N)cc1,102.2,108.7,110.3,102.2,109.4,109.3,117.4,114.9,118.0
CC(=O)c1ccc(N=NC2C(=O)N(c3ccccc3)N=C2C)cc1 (stereo not given),101.9,98.7,97.5,·,92.1,90.7,101.2,99.6,90.6
O=C1c2cccc3cccc(c23)C(=O)N1Nc1nc(NC2CCCCC2)nc(N2CCOCC2)n1,106.3,98.9,106.7,93.1,93.6,95.7,106.9,98.1,90.3
CC(=O)N(c1ccccc1)c1nc(N(C(C)=O)c2ccc(S(N)(=O)=O)cc2)nc(N(C(C)=O)N(C(C)=O)C(C)=O)n1,104.1,100.7,103.9,106.1,108.0,96.6,112.6,104.6,95.0

Part of the list above in order of length of the SMILES, highest first.
compound,OVCAR-4,KM12,HT29,HCT-15,HCT-116,SK-OV-3,COLO 205,SW-620,IGROV1
Cc1ccc(-c2nc(NS(=O)(=O)c3ccccc3)nc(Nc3ccc(Cl)cc3)c2C#N)cc1,102.2,108.7,110.3,102.2,109.4,109.3,117.4,114.9,118.0
CC(C)N1CCOC1c1ccccc1 (stereo not given),100.4,112.0,108.0,102.9,105.6,112.4,121.5,110.3,120.7
COC(=O)/C=C/N1CCCC1,101.8,106.6,111.0,104.3,98.2,119.5,138.6,110.5,59.1

Later entries
compound,OVCAR-4,KM12,HT29,HCT-15,HCT-116,SK-OV-3,COLO 205,SW-620,IGROV1
CC1=C(C/C=C(\C)CCC[C@H](C)CCC[C@H](C)CCCC(C)C)C(=O)c2ccccc2C1=O,·,105.4,105.5,103.9,98.8,102.5,110.4,103.9,111.2
NS(=O)(=O)c1ccc(NNC(=O)Nc2nc3ccccc3s2)cc1,91.7,100.0,105.6,102.0,95.5,83.4,104.2,95.6,76.4
O=c1[nH]c(=O)n(Cc2ccc(F)cc2)cc1F,107.9[50 µM],106.1[50 µM],114.3[50 µM],99.5[50 µM],111.8[50 µM],·,114.8[50 µM],104.5[50 µM],108.0[50 µM]
Cc1cc(C)c(S(=O)(=O)n2cc(C=O)c3ccccc32)c(C)c1,83.9,102.6,113.2,72.2,76.3,105.1,108.0,91.7,93.7
O=C(CN1C(=O)NC2NC(=O)NC21)N/N=C/c1ccc(Br)cc1 (stereo not given),106.3,103.6,105.4,100.8,103.9,103.7,112.7,106.7,105.4
CCOC(=O)c1sc(Nc2ccc(Cl)cc2)nc1C,18.2,-1.6*,4.6*,13.1,5.3*,20.3,11.0,28.2,19.3
CC1=C(C(=O)OC(C)C)C(c2ccc(O)cc2)NC(=S)N1 (stereo not given),115.2,106.2,107.6,102.5,98.1,107.5,118.8,119.9,109.7
Cc1cc(=O)oc2cc(OCCCOc3ccc(/C=C/C(=O)N4CCOCC4)cc3)ccc12,86.8,100.3,104.1,89.6,99.5,120.2,110.4,108.0,104.3
CCNc1ncnc2n[nH]nc12,94.7,105.5,100.4,98.4,98.8,100.6,105.5,95.8,110.7
CCN(CC1CCN(C2(Cc3ccccc3)COC2)CC1)C(=O)c1cc2ncccc2[nH]1,97.7,99.4,95.5,105.8,92.2,93.7,105.0,100.6,102.8
O=C(n1ccnc1)C(F)(F)C(F)(F)F,110.7[100 µM],102.5[100 µM],112.0[100 µM],111.3[100 µM],112.1[100 µM],114.3[100 µM],133.1[100 µM],111.1[100 µM],113.6[100 µM]
COc1ccc(/C=N/NC(=O)CSc2nc3sc4c(c3c(=O)n2-c2ccccc2)CCCCC4)cc1O,89.9,107.1,103.8,85.1,97.7,84.8,114.1,106.1,108.5
CN(C)CCN1C(=O)c2c(c3c4ccccc4n4c3c3c2c2ccccc2n3C2CC(O)C(O)C4(C)O2)C1=O (stereo not given),29.3,34.2,6.6*,15.5,22.4,25.3,18.9,18.5,16.5
CCOC(=O)c1c(C)n(-c2ccc(Cl)cc2)c2ccc(OC(=O)/C=C/c3ccccc3)cc12,81.6,·,66.1,60.8,90.6,93.9,93.1,67.0,88.3
CCCCCCCCCCCCCCCCCC(=O)NCCNC(=O)CCCCCCCCCCCCCCCCC,95.0,96.4,49.1,95.1,70.2,84.5,84.5,101.6,66.3
COc1cccc(-c2nc3occn3c2-c2ccnc(NCCNS(=O)(=O)c3cccc(F)c3)n2)c1,87.1,89.7,75.1,96.1,90.0,107.1,95.3,125.3,86.0
CSc1nc(Nc2ccc(S(N)(=O)=O)cc2)c(C#N)c(-c2cccc([N+](=O)[O-])c2)n1,84.3,95.8,96.0,85.5,96.2,119.6,115.8,100.7,111.2
O=C(Nc1ccc2ncnc(NNc3ccccn3)c2c1)c1cccs1,87.9,·,89.1,86.5,76.4,108.9,111.5,111.0,99.3
COc1cc2c(c(OC)c1O)C(=O)C(OC)C(c1ccc(O)c(O)c1)O2 (stereo not given),37.8,8.8*,46.8,3.6*,3.4*,46.5,88.0,22.6,14.1
CCc1nc(C#N)c(N2CCC(c3nc(-c4ccccc4OC)no3)CC2)o1,87.2,105.1,110.7,105.1,101.3,·,118.2,102.1,108.0
CCN1C(=O)/C(=C2\SC(=Nc3ccccc3)N(Nc3ccccc3)C2=O)c2ccccc21,113.2,97.5,105.4,85.8,94.0,99.0,107.5,92.7,78.6
COc1ccc(Cl)cc1C(=O)NCCc1ccc(S(=O)(=O)NC(=O)NC2CCCCC2)cc1,103.4&117.4,108.0&109.4,131.4&127.2,107.5&108.6,96.1&110.1,96.1&103.2,112.0&117.3,108.7&99.3,99.4&118.9
N#CCCCN1C(=O)c2ccccc2C1=O,122.6,110.7,109.6,99.7,141.0,100.3,109.1,105.3,·
CCOc1ccccc1Nc1nc(N)nc(Cl)c1CC,101.0,115.5,114.1,101.6,100.7,97.9,114.8,96.3,118.4
O=c1c2sc3ccccc3c2nc2ccccn12,104.5,99.8,103.3,100.8,98.6,109.4,120.7,98.6,83.3
C=CC(O)C(C)C(=O)O (stereo not given),107.7,101.9,·,104.3,97.8,99.5,106.6,105.4,109.3
O=c1[nH][nH]c(=O)c2ncccc12,107.4,106.1,101.0,100.9,91.5,97.3,100.7,104.9,112.2
O=S(=O)(Oc1c(Cl)cc(Cl)cc1Cl)c1ccccc1,101.2,104.5,104.1,104.0,97.2,114.0,105.6,100.5,101.4
CC(O)CN(CCN(CC(C)O)CC(C)O)CC(C)O (stereo not given),117.1&106.5,105.8&107.5,103.4,105.7&93.8,106.2&103.7,104.8&108.7,112.0&111.1,107.1&111.2,123.7&107.6
COC(=O)[C@H](CC(C)C)NC(=O)c1cccc(-c2cc(=O)c3c(OC)c(OC)c(OC)cc3o2)c1,93.6,94.6,96.4,87.8,102.9,147.3,103.6,98.9,107.5

Shown with two lines to a compound: part of the list above.
Below each compound – OVCAR-4, KM12, HT29, HCT-15, HCT-116, SK-OV-3, COLO 205, SW-620, IGROV1
- O=c1c2sc3ccccc3c2nc2ccccn12
 : 104.5, 99.8, 103.3, 100.8, 98.6, 109.4, 120.7, 98.6, 83.3
- C=CC(O)C(C)C(=O)O (stereo not given)
 : 107.7, 101.9, ·, 104.3, 97.8, 99.5, 106.6, 105.4, 109.3

Remaining list, next part:
compound,OVCAR-4,KM12,HT29,HCT-15,HCT-116,SK-OV-3,COLO 205,SW-620,IGROV1
O=S(=O)(Nc1ccc(Cl)nn1)c1ccc(N=C=S)cc1,106.5,106.8,105.3,100.6,102.2,96.2,98.9,92.3,97.4
CCOc1nc(-c2ccccc2)cc2c(O)c(C(=O)N/N=C/c3ccc(OC)cc3)[nH]c(=O)c12,98.3,106.8,107.5,109.9,109.3,95.5,87.7,110.2,82.3
Cc1nn(-c2ccccc2)c2ncc3c(c12)C(=O)N(Cc1ccccc1)C3=O,-57.8*,85.8,53.5,86.3,10.5,14.7,32.9,61.0,14.7
COC1=CC(c2ccc[nH]2)=N/C1=C\c1[nH]c(C)c(C(=O)CCCCC(=O)Oc2ccc3c(c2)CCC2C3CC[C@]3(C)C(=O)CC[C@@H]23)c1C (stereo not given in full),92.6,85.0,92.0,89.7,98.2,111.5,97.0,100.0,87.8
COc1ccc(/C=N/Nc2nc(-c3nnn(-c4ccc([N+](=O)[O-])cc4)c3C)cs2)cc1OC,91.3,105.3,96.1,97.6,95.5,89.7,90.9,113.0,111.4
CC(=O)c1ccc(Nc2nc(SC(C)C)nc(-c3ccccc3)c2C#N)cc1,-19.1*!,82.2,48.1&99.6,48.7&101.5,8.8*!,36.2&102.9,74.7&113.5,34.9&98.6,8.9*!
CC1(C)[C@@H]2CC[C@]1(C)[C@H](O)C2,119.5,106.6,96.4,98.7,109.0,94.1,111.2,106.1,108.8
CN(C)C(c1ccccc1)c1ccccc1,114.5&111.2,105.7&127.9,108.0&102.7,102.2,100.9&103.6,106.2&110.9,110.0&112.3,100.3&105.9,123.5&116.5
CCOc1ccc(NC(=O)SCC)cc1,·,104.7,103.2,94.5,113.8,100.9,102.0,104.7,·
COc1ccc(C2=C3C(=O)OCC3Cc3ncn(Cc4ccccc4)c32)cc1 (stereo not given),84.5,97.7,98.9,114.1,93.0,117.9,119.2,95.3,99.6
COc1ccc(-c2nc3c(nc(C)c4ccc(=O)[nH]c43)o2)cc1,97.6,85.5,89.3,83.7,83.6,83.9,89.5,94.9,87.3
CCN1[C@@H]2CC[C@H]1/C(=C\c1ccc(OC)c(OC)c1)C(=O)/C2=C/c1ccc(OC)c(OC)c1,52.2,57.8,36.8,44.4,27.1,80.0,70.9,62.9,64.4
N#C/C(=C\Nc1ccccn1)C(=O)c1ccccc1,101.7,100.7,103.0,100.8,102.1,101.4,113.9,101.3,103.2
COc1cc(-c2nc(-c3ncccn3)nc(N)c2C#N)cc(OC)c1OC,101.8,103.5,99.5,102.9,99.4,106.8,112.1,101.7,103.7

Screening results: PubChem BioAssay, NCI
